p47phox inh: p47phox (human) inhibition. inhibition, % at 24.7 µM. 220,000 compounds, 0.53% hits. P14598. p47phox/p22phox peptide binding, fluorescence polarization, 2 h;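 active means inhibition above about 30%, limit read from the data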;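 further: 0% = p47phox with labelled peptide and 100% = labelled peptide alone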
Runt-SMMHC FRET: inhibitors of human RUNX1 Runt domain binding to CBFb-SMMHC | Q01196+Q13951 | Cerulean-Runt/Venus-CBFb-SMMHC FRET ratio 530/480, 1 h | inhibition, % at 20 µM | 220,000 compounds, 0.74% hits;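 active means mean inhibition across duplicate retests at 20 µM reaching about 50%, limit read from the data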;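 further: 0% = DMSO wells and 100% = wells with excess untagged CBFb-SMMHC; inhibitors lower the FRET ratio by blocking Runt binding to CBFb-SMMHC; some results filed as inactive read as strong as hits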
Target sequence (Q01196 whole entry, looked up, the tested form may be a part): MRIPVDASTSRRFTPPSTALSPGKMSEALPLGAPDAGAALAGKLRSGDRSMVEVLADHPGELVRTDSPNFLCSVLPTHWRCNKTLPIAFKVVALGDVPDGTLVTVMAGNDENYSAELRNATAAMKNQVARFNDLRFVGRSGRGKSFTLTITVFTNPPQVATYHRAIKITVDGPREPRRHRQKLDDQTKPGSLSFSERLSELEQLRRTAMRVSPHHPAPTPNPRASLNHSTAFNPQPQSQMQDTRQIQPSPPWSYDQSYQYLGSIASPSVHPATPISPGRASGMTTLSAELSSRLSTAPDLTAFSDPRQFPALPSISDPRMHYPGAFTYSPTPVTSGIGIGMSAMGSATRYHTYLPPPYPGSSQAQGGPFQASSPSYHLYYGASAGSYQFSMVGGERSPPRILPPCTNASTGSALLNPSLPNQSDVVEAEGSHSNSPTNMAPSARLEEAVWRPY
Target sequence (Q13951 whole entry, looked up, the tested form may be a part): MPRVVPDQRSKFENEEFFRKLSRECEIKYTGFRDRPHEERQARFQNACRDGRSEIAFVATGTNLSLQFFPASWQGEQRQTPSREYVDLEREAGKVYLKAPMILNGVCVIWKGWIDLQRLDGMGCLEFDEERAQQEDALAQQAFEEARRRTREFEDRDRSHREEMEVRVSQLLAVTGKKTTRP
Tb hexokinase: T. brucei hexokinase 1 inhibition. inhibition, % at 10 µM. recombinant TbHK1, G6PDH-coupled NADH A340. AID 1430. 220,000 compounds, 0.11% hits;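 active means inhibition of 50% or more in the single-dose primary screen; inactive means inhibition below 50%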
Hck Nef HTS: inhibitors of human Hck kinase activated by Nef; Recombinant Hck-YEEI plus Nef, Z-Lyte FRET kinase assay; AID 463187; P08631; 220,000 compounds, 0.68% hits; inhibition, % at 20 µM;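 active means Hck-Nef kinase inhibition above about 50%, limit read from the data; inactive means inhibition below that limit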;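 further: 0% = DMSO with Hck plus Nef and 100% = Hck alone without Nef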
Mdm2 ligase inh: inhibitors of human Mdm2 E3 ubiquitin ligase; Q00987; cell-based MDM2 ubiquitination luciferase reporter, 2 h; 0 = plate control, 100 = twice control, blank-subtracted; signal enhancement, % at 5 µM; 210,000 compounds, 0.11% hits;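 active means signal enhancement of 30% or more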;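 further: luminescence tracks abundance of the self-degrading MDM2-luciferase fusion protein; higher signal means inhibition of MDM2 E3 ligase activity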
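Buffer or medium: Cells held in DMEM | Assay system: Stable mammalian line carrying autodegrading MDM2–luciferase fusion reporter | Quantity: 2000 cells/well | Times: 4 h settle plus 2 h compound, 37 °C | Doses: One concentration, 5 µM, with 0.2% DMSO | Technique: Luminescence with SteadyLite reagent, 15 min at room temperature | Benchmarks: Plate controls and plate blanks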
L929 necroptosis: blocks zVAD induced death of L929 cells; L929 zVAD necroptosis rescue, ATP luminescence, 24 h; with zVAD 60 µM; viability rescue, % at 10 µM; 220,000 compounds, 0.38% hits;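 active means activation, scaled between plate controls, above about 75%, limit read from the data; inactive means activation under that limit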;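 further: 0% = zVAD with DMSO and 100% = DMSO alone without zVAD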
14-3-3 Bad PPI: disrupts binding of bovine 14-3-3 zeta to phospho-Bad peptide. P63103. TR-FRET 14-3-3zeta/Dy647-pBad peptide displacement, 1 h. inhibition, % at 21.7 µM. 220,000 compounds, 0.71% hits;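 active means inhibition above about 70%, limit read from the data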;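 further: 0% = full 14-3-3 plus peptide FRET controls and 100% = background without 14-3-3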
Target sequence (P63103 whole entry, looked up): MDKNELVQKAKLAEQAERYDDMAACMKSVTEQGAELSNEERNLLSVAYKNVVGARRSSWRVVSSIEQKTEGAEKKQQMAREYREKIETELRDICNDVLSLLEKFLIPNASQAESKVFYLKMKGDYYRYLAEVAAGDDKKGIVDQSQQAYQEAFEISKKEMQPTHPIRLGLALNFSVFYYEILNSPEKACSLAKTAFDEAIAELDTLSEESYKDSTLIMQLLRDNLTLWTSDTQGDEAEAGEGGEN
Runt-CBFb FRET: blocks binding of human RUNX1 Runt domain to CBFb | Cerulean-Runt/Venus-CBFb FRET ratio 530/480, 1 h | inhibition, % at 20 µM | 220,000 compounds, 0.46% hits;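 active means inhibition over about 50% at 20 µM in the single-dose screen, limit read from the data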;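 further: 0% = DMSO wells and 100% = excess unlabeled CBFb competitor control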
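test system = Cerulean-Runt domain fusion protein, energy donor | probe or stimulus = Venus-CBFb binding partner, 100 nM | incubation = two 1 h room-temperature incubations shielded from light | detection = fluorescence energy transfer, 422 nm excitation, 530/480 nm emission | measure = loss of energy transfer signal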
EBV gp42 inh: inhibitors of Epstein-Barr virus glycoprotein 42. Q1HVG2. Fluorescence polarization binding assay, mP read-out. inhibition, % (tested at 21.74 µM). 220,000 compounds, 0.42% hits; in the data active means inhibition above about 50%
* marks the source's active call; other numbers are inactive results; . = no result given; [ ] = dose if it differs, or a comment.

SMILES	p47phox inh	Runt-SMMHC FRET	Tb hexokinase	Hck Nef HTS	Mdm2 ligase inh	L929 necroptosis	14-3-3 Bad PPI	Runt-CBFb FRET	EBV gp42 inh
COc1ccc(N2CC(C(=O)Nc3ccccc3C(=O)NCc3ccco3)CC2=O)cc1 (centres undefined)	-9	-5	2	-1	-12	-0.1	3	2	13
Cc1cc(=O)oc(C)c1C(=O)NCCC1=CCCCC1	-9	-2	2	2	-14	-0.1	4	4	-14
COc1ccc(-c2csc(N(CCCN3CCOCC3)C(=O)c3ccco3)n2)cc1	-4	-2	-14	2	-32	0.0	46	-9	-18
CCC(C)N(C(=O)COc1ccc(NC(C)=O)cc1)C1CCS(=O)(=O)C1 (centres undefined)	-4	0	-3	23	-3	2.9	-2	-1	4
CCCCn1c(SCC(=O)c2ccccc2)nc2c1c(=O)[nH]c(=O)n2C	-7	2	-2	15	-3	-0.3	2	-4	-15
CCN(CC)CC(=O)N1N=C(c2cccs2)CC1c1ccco1 (centres undefined)	-5	-2	-9	2	7	0.5	-5	-2	-29
CSc1nnc(C)c(/C=C/Nc2ccc(F)cc2)n1	-14	-16	-1	0	18	1.2	5	5	-49
CCOc1ccc2nc(NS(=O)(=O)c3ccc(NC(C)=O)cc3)sc2c1	-8	-3	6	1	-10	0.1	0	0	1
COc1ccc(N2CSC3=C(C#N)C(c4cccc(OC)c4OC)CC(=O)N3C2)cc1 (centres undefined)	25	33	-22	0	-14	1.5	-2	15	-41
COc1cc(C(=S)N2CCCCC2)ccc1OCC(=O)Nc1ccccc1Cl	3	-2	-6	2	7	2.7	-7	-1	2
CCOC(=O)c1c(/N=C/c2cccc(C)c2O)sc2c1CCN(C)C2	-13	13	-15	-1	-4	1.6	-7	37	5
Cc1nc(C)n(CC(O)COc2ccc(C(=O)c3ccccc3)cc2)n1 (centres undefined)	12	1	-1	0	-24	-0.1	8	0	0
O=C(Nc1nc(-c2ccccc2)cs1)C1COc2ccccc2O1 (centres undefined)	-5	0	2	-1	-2	0.7	-7	0	1
CCn1c(SCC(=O)N2CCCC2)nc2ccccc2c1=O	1	-7	-1	-1	-13	-0.6	-5[fluorescence artefact?]	-1	2
COc1ccc(S(=O)(=O)Nc2ccccn2)c(C)c1C	-12	-3	1	0	0	-0.1	11	1	4
CCc1nn(C(C)C(=O)NC(C)CCc2ccco2)c(=O)c2cc3occc3n12 (centres undefined)	-2	0	6	-3	-2	-0.7	-6	5	-3
O=[N+]([O-])c1ccc(/C=N/Nc2nc(N3CCCCCC3)nc(N3CCCCCC3)n2)o1	-46	-8	3	-9	1	1.2	-6[fluorescence artefact?]	-3	-16
CCc1ccc(/C=N/NC(=O)C(=O)NCCCN2CCOCC2)cc1	-2	-1	-12	3	1	0.0	-7	-2	-10
Cc1ccccc1OCC(=O)OCC(=O)c1ccc(-c2ccccc2)cc1	-16	1	-8	3	-10	0.4	-23[fluorescence artefact?]	-1	-5
Cc1csc(OCC(=O)Nc2ccc(C)c(C)c2)n1	-11	-5	2	-2	-8	0.8	-2	0	1
Cc1ccc(NC(=O)C2CC(=O)N/C(=N/N=C/c3ccco3)S2)cc1C (centres undefined)	5	0	-20	1	-16	0.6	-2	1	14
CN(C(=O)c1ccccc1)c1ccc(OCC(=O)NC2CCS(=O)(=O)C2)cc1 (centres undefined)	-3	-3	-2	3	10	0.0	0	-1	4
Cc1ccc(NC(=O)CN2CCN(S(=O)(=O)c3cccs3)CC2)cc1S(=O)(=O)N(C)C	-8	-2	-4	1	-1	0.3	-17	1	-20
O=C1N(CC(=O)N2CCc3ccccc32)CCN1Cc1ccccc1Cl	2	-4	-2	3	-13	-0.6	6[fluorescence artefact?]	1	-1
Cc1ccc(NC(=O)N/C=C/c2ccccc2)cc1	-11	0	-8	1	9	1.2	-12	2	-13
COc1ccc(-c2nc3ccc([N+](=O)[O-])cc3o2)cc1	1	-2	-15	0	-26	-0.3	16	-1	-5
CCOC(=O)c1c(OCCO)nn(-c2ccc(Cl)cc2)c1N	-5	-1	-1	-2	4	9.1	-5	0	-8
CC(C)c1ccc(NC(=O)C(c2ccccc2)N2CCC3(CC2)OCCO3)cc1 (centres undefined)	-7	-5	-4	1	-14	-0.1	2	-7	-22
Cc1ccc(C(=O)Oc2csc(=S)n2C(=O)c2ccc(C)cc2)cc1	-2	6	13	-26	.	-0.6	-1	7	-15
Cc1c(NC(=O)CSc2nc3ccc(Cl)cc3[nH]2)c(=O)n(-c2ccccc2)n1C	-18	-2	-5	-2	10	0.4	-6[fluorescence artefact?]	1	-15
Oc1ccc(/C=C/c2nc(-c3ccccc3O)n(-c3ccccc3)n2)cc1	5	1	-16	3	-1	0.0	4[fluorescence artefact?]	0	-8
CCCCc1ccc(NC(=O)COc2ccc(C(=O)Nc3ccccc3OCC)cc2)cc1	-1	-3	-7	2	0	69	-5[fluorescence artefact?]	2	-8
Cc1ccccc1OC1C(=O)N(CC2CCCO2)C1c1ccc2c(c1)OCO2 (centres undefined)	-1	-6	0	17	0	-1.3	-5	1	-8
Cc1[nH][nH]c(=O)c1C=NCc1cccnc1	5	4	-15	0	2	1.1	-8	0	-6
CC(C)(C)C(=O)/C(=C\c1ccc([N+](=O)[O-])cc1)n1cncn1	-6	22	-14	-7	-21	26	3[fluorescence artefact?]	20	-11
COC(=O)c1ccccc1NC(=O)NC1CCN(Cc2ccccc2)CC1	0	-3	-3	0	-13	0.0	17	91*	-26
CCC1CCCCN1Cc1ccc(OC)c(C)c1C (centres undefined)	-16	0	-6	1	-26	-0.3	41	0	6
COc1ccc(N(CC(O)CN2C(=O)NC(C)(C)C2=O)S(=O)(=O)c2ccccc2)cc1 (centres undefined)	-50	5	-2	1	-7	-0.2	-16	0	2
C=CCN(c1ccccc1)S(=O)(=O)c1cccc(C(=O)O)c1	-10	-3	-5	1	-3	0.7	70*	0	-10
O=C(Cn1nnc2ccccc2c1=O)NC1CCCc2ccccc21 (centres undefined)	-6	4	-5	1	-7	-0.1	1	0	-21
O=C(C1CCC1)N1CCN(c2ccnc3cc(Cl)ccc23)CC1	-6	0	-24	14	-7	0.7	5	1	-12
O=C(COC(=O)C1CC1)Nc1ccc(OC(F)F)cc1	-1	4	-2	0	-22	0.3	-8[fluorescence artefact?]	0	2
CC(=O)c1c(C(C)=O)c(C)n(-c2ccc3ncccc3c2)c1C	-3	-1	3	24	4	4.1	-4	2	8
COCC(C)n1c(C)cc(C(=O)CSc2nnc(Nc3ccccc3F)s2)c1C (centres undefined)	-11	1	-4	1	-6	0.1	-1	0	-3
Nc1nnc(SCC(=O)c2cccc([N+](=O)[O-])c2)s1	8	5	0	16	13	1.1	-1	4	0
O=C(CNc1ccc(F)cc1)N/N=C1\CCc2ccccc21	-5	1	1	-5	1	9.8	-7	1	-7
Cn1cccc1C(=O)NS(=O)(=O)c1ccccc1Cl	-1	-6	1	5	-4	0.6	0	1	-11
Oc1ccc(-c2nc3ncccn3c2Nc2ccc3c(c2)OCCO3)cc1	-8	-1	-19	0	10	-0.1	6	2	9
COC(=O)[C@@]1(Cc2ccc(OC)cc2)[C@H]2c3cc(C(=O)N(C)C)n(Cc4ccc(OC(F)(F)F)cc4)c3C[C@H]2CN1C(=O)c1ccccc1	-26	-4	-10	-3	.	0.5	6	-8	4
CN(c1ccc(C(=O)NCc2ccncc2)cc1)S(C)(=O)=O	-6	-5	3	0	-5	-0.3	9[fluorescence artefact?]	2	-5
COc1ccc(N2C(=O)CC(Nc3ccc(C(=O)O)cc3)C2=O)cc1OC (centres undefined)	6	-5	0	14	-7	-1.2	4	7	-9
COc1ccc(NC(=O)c2ccccc2NC(=O)COc2ccccc2)cc1	6	3	2	8	-12	-0.2	37[fluorescence artefact?]	-1	-8
COc1ccc(NC(=O)c2ccccc2NC(=O)CSc2ccc(Cl)cc2)cc1	6	0	-2	4	-13	-0.5	6[fluorescence artefact?]	1	-12
COc1ccc(NC(=O)Nc2ccncc2)c(OC)c1	-11	3	1	-8	-3	2.4	5	0	-4
O=C(NCC(c1cccs1)N1CCOCC1)c1ccco1 (centres undefined)	-13	-3	3	2	3	0.0	-5	0	6
Cc1cccc(N(Cc2nnc3n2CCCCC3)C(=O)Nc2ccccc2)c1	-4	-1	17	1	10	-0.4	-4	-1	-1
COc1ccccc1C(=O)NCC(=O)OCc1ccc(Br)cc1	-2	-1	-4	4	-16	-0.1	5[fluorescence artefact?]	-2	-20
COc1ccc(OCC(=O)N/N=C/C=C/c2ccccc2)cc1	0	1	4	-2	-7	.	3	1	1
COc1ccc(S(=O)(=O)N(CC(C)C)CC(C)C)c2cccnc12	-1	-31	-6	0	-5	-0.8	4	-12	-4
COc1ccc(C(C)=O)cc1CSc1nnc(Nc2ccc(C)cc2)s1	-12	0	1	-2	-3	-0.3	-11	-1	-7

Next structures:
SMILES	p47phox inh	Runt-SMMHC FRET	Tb hexokinase	Hck Nef HTS	Mdm2 ligase inh	L929 necroptosis	14-3-3 Bad PPI	Runt-CBFb FRET	EBV gp42 inh
COc1ccc(C(=O)COC(=O)CNC(=O)C2CCCCC2)c(OC)c1	-32	-6	0	1	-3	0.5	-6	1	-22
Cc1cccc(NC(=S)N/N=C/c2c[nH]c3ccccc23)c1	-5	-3	-1	-3	12	2.0	-15	2	10
O=C(OCC(=O)N1CCCC1)c1ccccc1OCc1ccccc1	-3	0	6	-1	1	-0.6	-2	-2	-17
CC1(C)CC(=O)C2=C(C1)NC(SCC(=O)Nc1ccccc1)=C(C#N)C2c1ccco1 (centres undefined)	-8	-4	0	2	-7	-1.0	-5	0	-6
N#C/C(=C\C1CC=CCC1)c1nc2ccccc2[nH]1 (centres undefined)	-5	3	2	3	-14	0.4	-6	-1	-20
CCC(=O)n1nc(-c2cccnc2)nc1NCc1cccs1	-19	3	3	29	-11	73	-10	0	-4
Cc1cccc(N2C(=O)C(Cl)=C(Nc3c(C)n(C)n(-c4ccccc4)c3=O)C2=O)c1C	-7	-2	-12	-2	.	-0.5	-6	3	-13
C(=N\Nc1nnnn1-c1ccccc1)/c1ccncc1	5	4	-2	1	0	2.1	12	2	5
CCOc1ccc(C2=CS/C(=C(\C#N)c3nnc4n3CCCCC4)N2CC)cc1	-30	-5	-36	4	0	0.0	50	0	-9

Screening results: PubChem, several laboratories
